# Screens as filed in PubChem BioAssay.
# NCF1 inh: p47phox/p22phox peptide binding inhibitors, primary screen, biochemical, uHTS, NADPH oxidase regulatory subunit; Neutrophil cytosol factor 1 (Homo sapiens), P14598; fluorescence polarization, 2 h; inhibition, % at 24.7 µM; hit rate 0.53% among 220,000; AID 1274, 2008;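 active = inhibition above about 30%, limit read from the data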;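 note: 0% = p47phox with labelled peptide and 100% = labelled peptide alone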
# PPC-1+TRAIL kill: compounds killing PPC-1 cancer cells with TRAIL present, primary screen, TRAIL potentiator project, ATPLite luminescence, uHTS; PPC-1 cells + TRAIL, ATPLite viability luminescence; cell killing (% activity), % at 4 µM; hit rate 0.41% among 220,000; AID 1443, 2008;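 active = cell killing above 50% in the first pass at 4 µM, then a duplicate retest at 5 µM averaging 50% or more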;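 note: plate controls were cells with TRAIL plus DMSO for no effect and medium-only wells lacking cells for full effect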
# Tb hexokinase: Trypanosoma brucei hexokinase 1 inhibitors, primary screen, biochemical, G6PDH-coupled NADH absorbance, MLSCN library. hit rate 0.11% among 220,000. recombinant TbHK1, G6PDH-coupled NADH A340. AID 1430, 2008. inhibition, % at 10 µM;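 active = inhibition of 50% or more in the single-dose primary screen; inactive = inhibition below 50%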
# Furin inh: human furin inhibitors, primary screen, biochemical, fluorescence intensity. P09958. purified furin, fluorogenic substrate cleavage. inhibition, % at 30 µM. hit rate 0.061% among 220,000. AID 463115, 2010; in the data active = inhibition above about 25%; note: inactives centre near -15
# p97 ATPase inh: inhibitors of human p97 ATPase, primary screen, biochemical. hit rate 0.42% among 220,000. inhibition, % at 8 µM. recombinant p97 ATPase, Kinase-Glo ATP luminescence, 3 h; in the data active = inhibition above about 15%;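 note: 0% = DMSO vehicle and 100% = wells lacking enzyme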
# Target sequence (P55072 whole entry, looked up): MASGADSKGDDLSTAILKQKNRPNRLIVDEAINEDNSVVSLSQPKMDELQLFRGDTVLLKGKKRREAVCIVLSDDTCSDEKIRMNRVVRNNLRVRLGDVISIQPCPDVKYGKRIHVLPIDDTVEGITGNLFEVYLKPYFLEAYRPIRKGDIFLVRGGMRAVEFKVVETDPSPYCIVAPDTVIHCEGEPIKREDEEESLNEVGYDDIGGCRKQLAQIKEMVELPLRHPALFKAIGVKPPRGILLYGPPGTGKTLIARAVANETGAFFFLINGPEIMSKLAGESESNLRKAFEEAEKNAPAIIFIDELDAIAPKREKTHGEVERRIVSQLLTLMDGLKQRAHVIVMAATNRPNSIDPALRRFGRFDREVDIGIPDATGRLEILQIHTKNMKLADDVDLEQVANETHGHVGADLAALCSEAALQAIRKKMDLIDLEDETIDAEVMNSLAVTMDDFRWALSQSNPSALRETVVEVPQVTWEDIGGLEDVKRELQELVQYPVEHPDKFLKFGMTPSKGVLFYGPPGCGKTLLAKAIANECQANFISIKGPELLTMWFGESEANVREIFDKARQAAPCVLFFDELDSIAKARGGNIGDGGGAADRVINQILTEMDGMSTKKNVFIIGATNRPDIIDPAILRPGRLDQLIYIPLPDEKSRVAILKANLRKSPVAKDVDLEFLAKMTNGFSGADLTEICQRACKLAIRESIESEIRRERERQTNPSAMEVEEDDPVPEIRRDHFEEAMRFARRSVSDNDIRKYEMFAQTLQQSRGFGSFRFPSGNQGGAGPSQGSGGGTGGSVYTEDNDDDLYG
# Ba/F3 V617F tox: reduced viability of JAK2V617F-dependent Ba/F3 cells, primary screen, JAK2V617F inhibitor project, cell-based, Ba/F3 EpoR-JAK2V617F, luminescence. ATP luminescence. inhibition, % at 5.6 µM. hit rate 1.1% among 220,000. AID 1446, 2008;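 active = inhibition above the campaign mean plus 3 SD over all tested compounds, cut at about 24% in these data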;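 note: cytokine-independent growth of Ba/F3 cells driven by EpoR plus mutant JAK2; 0% = DMSO-treated cells and 100% = JAK inhibitor I control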
# RBBP9 inhibitor: human RBBP9 inhibitors, primary screen, biochemical, fluorescence polarization, FP-Rh probe, HTS | recombinant RBBP9 | inhibition, % at 7.94 µM | hit rate 0.2% among 220,000;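 active = inhibition above the campaign mean of all tested compounds plus 3 SD, cut at about 14% in these data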;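 note: plate controls were DMSO wells with RBBP9 for no effect and wells lacking RBBP9 protein for full effect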
# Target sequence (O75884 whole entry, looked up): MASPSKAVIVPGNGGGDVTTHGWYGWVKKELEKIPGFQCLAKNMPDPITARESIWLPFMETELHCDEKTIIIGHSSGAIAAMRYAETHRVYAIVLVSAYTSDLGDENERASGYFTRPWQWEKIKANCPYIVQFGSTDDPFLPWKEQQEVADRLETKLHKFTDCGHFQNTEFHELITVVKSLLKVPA
#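 Measured by – fluorescence polarization · Test system – RBBP9 protein · Input – 2.5 µM RBBP9 dispensing solution, before mixing · Measure – percent inhibition from mP, scaled between DMSO and no-protein wells · Benchmarks – DMSO-treated enzyme wells and wells lacking RBBP9 · Times – preincubation 30 min plus labeling 45 min at 25 °C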
# BaF3 parental: parental Ba/F3 cell viability inhibition, counter-screen for JAK2V617F inhibitor project, murine pro-B, CellTiter-Glo luminescence; CellTiter-Glo ATP luminescence; AID 1486, 2009; hit rate 1.1% among 220,000; inhibition, % at 5.6 µM;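 active = inhibition above a per-campaign cutoff, the mean inhibition of all tested compounds plus 3 SD, cut at about 27% in these data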;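 note: 0% = DMSO wells and 100% = JAK Inhibitor I control wells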
# EP2 antag: human EP2 receptor antagonists, primary screen, TR-FRET cAMP, C6 glioma cells | C6 glioma cells expressing human EP2; cells stimulated with saturating PGE2 | hit rate 0.52% among 260,000 | inhibition, % at 25 µM | Prostaglandin E2 receptor EP2 subtype (Homo sapiens), P43116;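 active = percent inhibition above 40 after rounding to a whole number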;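 note: rat C6 glioma host cells with rolipram phosphodiesterase inhibitor present; the protocol text gives 20 µM as final concentration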
# An asterisk follows results filed as active; . = no result given; & = joins results of further samples; [ ] = remark or other dose. Some of the compounds tested, so the mix of outcomes need not match the whole.
SMILES,NCF1 inh,PPC-1+TRAIL kill,Tb hexokinase,Furin inh,p97 ATPase inh,Ba/F3 V617F tox,RBBP9 inhibitor,BaF3 parental,EP2 antag
O=C(Nc1ccc(F)c(F)c1)c1ccccc1-c1ccccc1,-6,13,-3,-11,3,-1,-3,5,5
Cc1c(CCOC(=O)C2C3CC4CC(C3)CC2C4)sc[n+]1CC(=O)c1ccc(Br)cc1 (stereo unspecified),-15,38,22,-5[20 µM],-1,-2,-12,8,8
Cc1cc2c(NC(=O)Nc3ccc(F)cc3)cccc2nn1,-13,19,-8,2,-2,4,1,-1,12
Cc1ccc(S(=O)(=O)Nc2ccc3c(c2)OCCO3)cc1,-14,9,1,-21,-2,0,-10,4,8
COCCCn1c(Cc2csc(Nc3ccc(F)cc3)n2)nnc1SCC(N)=O,-10,0,-5,-17[20 µM],2,-4,-3,1,9&7
O=C(COC(=O)c1ccc(S(=O)(=O)NCc2ccco2)cc1)Nc1ccc(Cl)cn1,-50,2,0,-18,2,-4,-6,2,11
COc1ccc(CCNC(=O)CCc2ccc(S(=O)(=O)NCC(C)C)cc2)cc1,3,9,-3,-19,0,-5,0,2,7
CC(C)N(C(=O)CSc1nnc(NC(=O)Cc2cccs2)s1)C(C)C,-5,26,2,-30,-1,0,-11,3,5&4
CCOC(=O)C1CCN(C(=O)CCn2c(=O)[nH]c3ccsc3c2=O)CC1,2,6,-4,-20,0,-3,-11,0,7
CC(Cl)C(=O)NNc1cccc(Cl)n1 (stereo unspecified),1,3,-8,-22,7,0,-10,0,15
COc1cccc(C(=O)Nc2ccc(N3CCCC3)cc2)c1,-24,22,-15,-17,-10,59*,-4,46*,23
O=C(Nc1ccc(Cl)c([N+](=O)[O-])c1)ONC1=NCCCCC1,-13,11,-8,-22,0,1,-8,7,7
O=C(O)c1ccc(Cl)c(S(=O)(=O)Nc2ccccc2N2CCOCC2)c1,-2,23,-2,-25,10,-5,-8,0,5
COc1cc(/C=C/C(=O)OCC(=O)Nc2ccc([N+](=O)[O-])cc2)ccc1O,-2,31,-51,-9,7,1,-9,-3,23
O=C(COC(=O)c1ccccc1O)NCCC1=CCCCC1,-6,0,2,-16,-2,-1,-3,-4,10
CCOc1ccccc1CN1CCC(CO)(CCOc2ccccc2)CC1,5,.,7,-17,0,-1,9,3,10
Cc1ccc(C=C2C(Cl)=C(Cl)C(Cl)=C2Cl)cc1,-2,12,-11,-16,9,-4,13,-2,16
CCCCCn1c(SCCOCC)nc2c1c(=O)[nH]c(=O)n2C,-12,-24,-13,-6,-7,-2,-7,2,7
COc1ccccc1CNC(=O)CSc1nnc2ccc(-c3cccnc3)nn12,-4,8,-6,-14,3,-1,0,3,5
O=C(CCNS(=O)(=O)c1cccc2nonc12)NC1CCCCC1,-1,-4,4,-6,5,0,-12,7,8
CCC(C)NC(=O)c1ccc(COc2ccccc2Cl)cc1 (stereo unspecified),-17,-7,1,0[20 µM],0,2,-4,7,14
COc1cc(C(=O)N2CCN(c3ccc(C)cc3C)CC2)cc(OC)c1OC,-29,34,4,-18,-2,37*,-5,44*,11
O=C(Oc1cccc(O)c1)C1CCCCC1,-4,4,-2,-19,4,-2,-5,6,4
O=C(Nc1cc(S(=O)(=O)N2CCOCC2)ccc1N1CCCCC1)c1cc(-c2ccccn2)nc2ccccc12,-5,24,-9,-15,6,0,-8,5,10
Cc1cc(C)c2c(n1)sc1c(=O)[nH]c(SCc3ccccc3)nc12,-8,16,-6,-22[20 µM],0,-3,6,6,8
N/C(=N\c1nc2ccccc2o1)NC(=O)/C=C/c1ccccc1,-5,1,-19,-9,3,-3,-8,-4,16
CC(=O)c1cccc(N(C(=O)Cn2nnc3ccccc32)C(C(=O)NCc2ccccc2)c2ccccn2)c1 (stereo unspecified),-6,-6,-5,-23,4,1,-3,6,0
Cc1occc1-c1nnc(SCC(=O)Nc2ccccc2)n1C,2,1,-9,-24,6,-1,2,9,4
COc1ccc(C(=O)CSc2nnc(C3CC3)n2N)cc1,-5,-9,-11,-5[20 µM],1,3,-7,8,1
COC(=O)C1=C(O)C2(C(=O)O)CC(C(=O)OC)=C(O)C(C(=O)O)(C1)C2,-7,3,-7,-11,6,-2,-8,-1,4
c1ccc(Cc2noc(CN3CCN(Cc4ccc5c(c4)OCO5)CC3)n2)cc1,-1,11,2,-25,5,-1,3,5,8
COc1cc(/C=C2\SC(=S)N(N3CCOCC3)C2=O)cc(OC)c1OC,-12,10,-6,-19,7,-5,-9,3,7
COc1ccc(OC)c(NC(=S)N2CCN(c3ccccn3)CC2)c1,-9,-4,-2,-8[20 µM],4,2,-1,0,12
O=C(NNc1ccccc1F)C1CCC1,-8,11,-3,-12,10,0,-5,-5,8
CCc1c(C)nc2ncnn2c1NCc1cccs1,-7,-18,-11,-11[20 µM],2,0,-3,8,7
CCN1CCCC1CNC(=O)C(=O)Nc1ccc(OC)cc1 (stereo unspecified),0,18,1,-6[20 µM],4,-5,-5,3,10
CCOC(=O)Cn1nc(C)cc1NC(=O)c1cccnc1,3,2,-3,-19,0,3,-2,6,5
COc1ccc(NS(=O)(=O)c2ccc(OC)c3ccccc23)cn1,-9,11,3,-8,9,-4,-9,2,.
O=C(/C=C/c1ccc(F)cc1)NCCC1=CCCCC1,-6,3,-1,-9,-2,-3,-6,3,5
COC(=O)c1cc(OC)c(OC)c(OC)c1NC(=O)c1ccc(S(=O)(=O)N(C)C)cc1,-1,24,-6,-15[20 µM],8,-3,-3,2,4

# Compounds shown so far that contain a nitro group on carbon:
SMILES,NCF1 inh,PPC-1+TRAIL kill,Tb hexokinase,Furin inh,p97 ATPase inh,Ba/F3 V617F tox,RBBP9 inhibitor,BaF3 parental,EP2 antag
O=C(Nc1ccc(Cl)c([N+](=O)[O-])c1)ONC1=NCCCCC1,-13,11,-8,-22,0,1,-8,7,7
COc1cc(/C=C/C(=O)OCC(=O)Nc2ccc([N+](=O)[O-])cc2)ccc1O,-2,31,-51,-9,7,1,-9,-3,23

# New compounds follow.
SMILES,NCF1 inh,PPC-1+TRAIL kill,Tb hexokinase,Furin inh,p97 ATPase inh,Ba/F3 V617F tox,RBBP9 inhibitor,BaF3 parental,EP2 antag
Cc1ccc(S(=O)(=O)N2CCOCC2)cc1NC(=O)COC(=O)CCC(=O)c1cccs1,-16,-2,5,0[20 µM],-5,8,-5,7,5
CCOc1ccc(C2=NNC(c3cccnc3)=Nc3ccc(OC)cc32)cc1,-4,-3,-7,-12,0,-2,-4,-1,6&11
O=C(Nc1cccc(Cl)c1)Nc1ccccc1C(=O)O,-4,21,-7,-2,7,-1,-1,-5,6
CCOc1ccc(-c2nnc(-c3ccco3)o2)cc1OCC,3,-5,-14,-27,3,-5,-7,1,7&10
Cc1[nH]c2ccccc2c1C(=O)C(=O)NCC1CCCO1 (stereo unspecified),-6,23,-9,-20,4,0,5,4,3
Nc1nnn(CC(=O)N/N=C/c2ccc(O)cc2)n1,-6,10,-35,-5,11,-4,-1,0,9
OCCNc1nc2ccccc2[nH]1,-12,18,-4,-10[20 µM],5,-5,-2,-3,7
Oc1ccc(N2CCN(Cc3ccc(OCCCN4CCCCC4)cc3)CC2)cc1,0,14,-6,-20,-2,0,3,15,13
COc1ccc(N2CCN(c3cc(C)c4ccc(O)cc4n3)CC2)cc1,2,-12,-3,-21,2,-2,-5,3,10
COc1cccc(-c2nc(CS(=O)(=O)CC(=O)NC3CCCc4ccccc43)c(C)o2)c1 (stereo unspecified),-14,26,-15,-28,-1,2,-3,10,16
CS(=O)(=O)N1CCC(C(=O)N2CCN(C(c3ccccc3)c3ccccc3)CC2)CC1,-9,30,-8,-7,-2,0,-5,-1,2
OCCC1CN(Cc2cccc3nonc23)CCN1Cc1ccsc1 (stereo unspecified),-6,6,-16,-21,7,-4,8,0,11
CCOC(=O)C1(CCCc2ccccc2)CCN(C(=O)C2CCCN(C(N)=O)C2)CC1 (stereo unspecified),10,-5,-7,-19,-5,0,1,0,7
COc1ccc(C)cc1N(C)C(=O)c1coc(=O)c2ccccc12,-7,-3,-6,-23[20 µM],1,-1,-13,-2,3
Nc1nc(CSc2nc3ccccc3[nH]2)cs1,-9,-7,-2,-10,3,-6,-9,11,14
Cc1ccc(NC(=S)NNC(=O)Cn2nc([N+](=O)[O-])cc2C)cc1,-19,10,12,-8[20 µM],-5,8,0,4,2
Cc1nc(SCc2ccc(F)cc2)c([N+](=O)[O-])[nH]1,-10,15,-11,-12,2,0,-6,4,3
Cc1noc(/C=C/N(C)C)c1S(=O)(=O)N1CCCC(C(=O)NC2CCCCC2)C1 (stereo unspecified),-4,12,-39,-15,8,-3,-3,0,7
CC1CC(=O)Nc2cc([N+](=O)[O-])ccc2N1 (stereo unspecified),-8,20,-7,-13,-2,1,-9,2,5
CCC1Cc2c(nc3c4c(nc(N5CCOCC5)c(C#N)c24)NC(C)=N3)O1 (stereo unspecified),.,.,-3,2[20 µM],5,0,0,5,.

# The closing two compounds of the part before are carried over, then new ones follow.
SMILES,NCF1 inh,PPC-1+TRAIL kill,Tb hexokinase,Furin inh,p97 ATPase inh,Ba/F3 V617F tox,RBBP9 inhibitor,BaF3 parental,EP2 antag
CC1CC(=O)Nc2cc([N+](=O)[O-])ccc2N1 (stereo unspecified),-8,20,-7,-13,-2,1,-9,2,5
CCC1Cc2c(nc3c4c(nc(N5CCOCC5)c(C#N)c24)NC(C)=N3)O1 (stereo unspecified),.,.,-3,2[20 µM],5,0,0,5,.
Cc1cc(C)cc(NCC(=O)Nc2c(C)cccc2C)c1,-19,10,4,-4[20 µM],2,1,2,4,5
CCOC(=O)CSc1nc(-c2ccc(OC)cc2)ns1,0,14,0,-25,2,-5,-5,1,5
Cc1ccc(C(=O)Cn2c3[n+](c4ccccc42)CC(O)CS3)cc1 (stereo unspecified),-1,20,-2,-25,3,0,-13,8,7&15
COc1ccccc1OCc1csc(N)n1,0,24,0,-13,4,-2,-2,3,7
O=C(O)c1ccc(-n2c(O)c(C=C3N=c4ccccc4=N3)sc2=S)cc1,-11,-1,-10,-10,10,-1,-2,2,7
Cn1nnnc1SCc1ccc(C(=O)Nc2ccc(Br)cc2)cc1,-8,13,3,-12[20 µM],-4,1,-7,2,21
COc1ccccc1CNC(=O)CSc1ccc(-c2ccncc2)nn1,9,-11,-2,-1,-4,1,-11,4,1
CN(Cc1ccc(F)cc1)C(=O)c1ccc2c(c1)NC(=O)CS2,-7,10,3,-29,5,-4,-3,5,12
O=C(CN1CCN(Cc2ccccc2Cl)C1=O)NCc1cccnc1,-9,18,-6,-13,5,-4,-10,-4,4
Cc1ccc(S(=O)(=O)C(C#N)c2nc3ccccc3nc2OC(C)C)cc1 (stereo unspecified),-9,-15,-4,-24[20 µM],-1,1,-9,-2,1
Cc1[nH]n(C2=NCCS2)c(=O)c1N=Nc1ccccc1,-11,43,-7,-15,5,-3,-9,-3,6
COC(=O)Cc1cc(=O)[nH]c(/N=C(\N)Nc2ccc(C)cc2)n1,-10,12,17,-16[20 µM],0,2,-13,5,2
COCCCN(C(=S)NC(=O)C12CC3CC(CC(C3)C1)C2)c1c(N)n(Cc2ccccc2)c(=O)[nH]c1=O,-4,-6,-12,-22,1,-1,-4,7,18
CC(O)(C#CCN1CCCC1)c1ccccc1 (stereo unspecified),-2,-7,1,-9,-1,2,-8,7,11
